Screening results from PubChem.
SENP1 FRET inh: SENP1 (human) catalytic domain inhibition | 0.21% of 360,000 active | inhibition, % at 10 µM | Q9P0U3 | recombinant SENP1 catalytic domain, CyPet-SUMO1-YPet FRET cleavage;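 active = inhibition at least 30% at 10 µM, raw YFP signal under a set limit, fluorescence ratio 0.5 to 1.5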;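 also: 0% = enzyme with DMSO and 100% = no enzyme wells; some results filed as inactive read as strong as hits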
Target sequence (Q9P0U3 419-644 limits assumed): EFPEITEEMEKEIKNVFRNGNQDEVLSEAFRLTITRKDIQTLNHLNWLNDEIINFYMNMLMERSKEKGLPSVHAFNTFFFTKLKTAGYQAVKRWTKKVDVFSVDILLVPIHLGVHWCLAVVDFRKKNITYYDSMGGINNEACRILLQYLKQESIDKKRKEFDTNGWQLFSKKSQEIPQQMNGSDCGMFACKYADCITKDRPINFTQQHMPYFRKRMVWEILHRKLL
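Test system: human SENP1 catalytic domain; medium: Tris pH 8 buffer plus EDTA, NaCl, BME, BSA, NP40, catalase; incubation: 50 min reaction at room temperature; technique: FRET, CFP and YFP emission; controls: no-enzyme low control and enzyme-plus-DMSO high control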
SENP7 block: blocks the human protease SENP7; recombinant SENP7, Z-RLRGG-aminoluciferin luminescence, 40 min; inhibition, % at 5 µM; 1.5% of 330,000 active;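 active = inhibition above about 50% at the single test dose, limit read from the data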;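 also: plate controls were DMSO with enzyme for no effect and no enzyme buffer wells for full effect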
Target sequence (Q9BQF6 706-1050 limits assumed): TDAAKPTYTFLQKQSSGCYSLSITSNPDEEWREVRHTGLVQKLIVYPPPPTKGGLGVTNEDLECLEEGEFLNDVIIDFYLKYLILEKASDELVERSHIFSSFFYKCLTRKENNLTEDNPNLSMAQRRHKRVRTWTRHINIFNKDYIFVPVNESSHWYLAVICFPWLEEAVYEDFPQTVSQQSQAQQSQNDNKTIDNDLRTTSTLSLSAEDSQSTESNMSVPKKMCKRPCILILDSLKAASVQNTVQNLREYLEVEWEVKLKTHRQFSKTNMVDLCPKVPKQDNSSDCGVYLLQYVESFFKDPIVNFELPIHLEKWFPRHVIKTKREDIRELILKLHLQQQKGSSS
HKDC1 inh: inhibitors of human hexokinase HKDC1; Q2TB90; recombinant HKDC1, G6PDH/diaphorase resazurin coupled fluorescence; inhibition, % at 20 µM; 0.16% of 340,000 active; AID 493160;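 active = inhibition above about 35% when tested at 20 µM, limit read from the data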;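 also: plate controls were DMSO wells with enzyme for no effect and DMSO wells lacking enzyme for full effect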
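Test system: recombinant HKDC1 (HK5) hexokinase enzyme, produced in-house; Amount: enzyme 5 µg/mL final; Buffer or medium: Tris pH 8.0 buffer with MgCl2, Tween-20, BSA, BME; Reagent: glucose and ATP substrates; Doses: 20 µM test compound, 1% DMSO; Incubation: 90 min reaction incubation at room temperature, dark; Detection: resorufin fluorescence at 613 nm.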
Apaf-1 inh: human Apaf-1 inhibition; reconstituted apoptosome caspase-3 activity, DEVD-Rh110 fluorescence; inhibition, % at 20 µM; 0.71% of 330,000 active; AID 489030; active = inhibition of at least 40% at 20 µM;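 also: plate controls were DMSO wells for no effect and DEVD-CHO caspase inhibitor wells for full effect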
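Material: reconstituted apoptosome with Apaf-1, cytochrome c, caspase-9, procaspase-3, dATP. Technique: Rh110 fluorescence intensity. Buffer or medium: pH 7.5 Hepes buffer with CHAPS, BSA, DTT. Times: 30 min plus 50 min, RT.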
SENP8 block-1: SENP8 (human) protease inhibition | Q96LD8 | recombinant SENP8, Nedd8 substrate fluorescence | inhibition, % at 20 µM | 0.64% of 360,000 active | AID 602440; in the data active = inhibition mostly above about 40%, no sharp cut-off; inactive = mostly below about 27%
SENP6 block: SENP6 protease inhibition; Q9GZR1; inhibition, % at 10 µM; Recombinant SENP6 catalytic domain, aminoluciferin luminescence; 1.8% of 330,000 active;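 active = inhibition above about 50% at the single tested dose, limit read from the data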;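 also: plate controls were DMSO wells with enzyme for no effect and DMSO wells lacking enzyme for full effect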
Target sequence (Q9GZR1 628-1112 limits assumed): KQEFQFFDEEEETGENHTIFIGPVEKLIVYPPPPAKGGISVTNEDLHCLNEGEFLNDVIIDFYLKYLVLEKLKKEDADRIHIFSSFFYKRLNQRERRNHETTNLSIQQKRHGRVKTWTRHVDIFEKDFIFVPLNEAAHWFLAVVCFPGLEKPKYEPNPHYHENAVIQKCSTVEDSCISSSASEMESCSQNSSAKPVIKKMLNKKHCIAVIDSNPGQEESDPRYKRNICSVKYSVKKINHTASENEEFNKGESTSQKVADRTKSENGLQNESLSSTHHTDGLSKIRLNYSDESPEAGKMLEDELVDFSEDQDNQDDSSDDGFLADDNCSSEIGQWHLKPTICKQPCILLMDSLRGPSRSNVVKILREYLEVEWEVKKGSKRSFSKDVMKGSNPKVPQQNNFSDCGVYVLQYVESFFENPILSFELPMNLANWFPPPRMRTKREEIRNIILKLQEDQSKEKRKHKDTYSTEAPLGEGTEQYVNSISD
SENP8 block-2: SENP8 protease inhibition. Q96LD8. purified SENP8, Z-RLRGG-aminoluciferin cleavage, luminescence. inhibition, % at 10 µM. 1.2% of 330,000 active. AID 2540; in the data active = inhibition above about 50%
PfGluPho inh: PfG6PD (Plasmodium falciparum) enzyme inhibition. PfGluPho enzyme, NADPH resazurin-diaphorase fluorescence. inhibition, % at 20 µM. 0.78% of 350,000 active. AID 504690;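 active = inhibition reaching at least a set limit at 20 µM in the primary screen, cut at about 59% in these data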;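 also: 0% = DMSO wells with substrate and 100% = DMSO wells lacking glucose-6-phosphate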
An asterisk follows results filed as active; i = inactive; . = no result given.

SMILES	SENP1 FRET inh	SENP7 block	HKDC1 inh	Apaf-1 inh	SENP8 block-1	SENP6 block	SENP8 block-2	PfGluPho inh
CN(CC(=O)Nc1ccccc1C(F)(F)F)C(=O)C1CCN(S(=O)(=O)c2ccc3c(c2)OCCO3)CC1	1	-1	-2	18	18	-13	1	-1
S=C(Nc1ccccc1)c1ccccn1	0	59*	-5	8	30	64*	54*	-2
S=C(Nc1ccc2c(c1)OCO2)Nc1ccccc1Cl	-4	8	-4	-20	19	-12	2	15
Cc1ccc(C)c(N2C(=O)CC(Cc3ccc(Br)cc3)C2=O)c1 (stereo not drawn)	2	-13	-3	13	25	3	-3	0
COc1ccc(Cl)cc1NC(=O)CN(C)C(=O)Cc1ccsc1	-2	-1	-1	-5	2	8	7	25
Cc1cnc(NC(=O)c2ccc3c(c2)C(=O)N(Cc2cccnc2)C3=O)s1	0	8	-4	12	11	2	-13	-5
COc1cc(C(=O)NC(C)c2cccc3ccccc23)cc(OC)c1OC (stereo not drawn)	2	0	-6	8	15	-6	-10	-4
CC(=NNC(=O)c1cccc(S(=O)(=O)N2CCCC2)c1)c1ccccc1	5	1	0	-1	17	13	-3	-15
CCOc1ccc(-c2nnc3ccc(SCC(=O)N4CCN(c5ccccc5)CC4)nn23)cc1	1	.	9	.	-32	.	.	11
Cc1cccc(C2(c3cccc(C)c3)OC(=O)c3ccccc32)c1	2	-6	3	12	29	-10	0	-23
CCc1noc(C)c1C(=O)OCC(=O)NC(=O)c1ccccc1OC	1	-13	-5	-32	1	-17	-4	2
CCC1(c2ccc(Cl)cc2)NC(=S)N(c2ccc(C)cc2)N1 (stereo not drawn)	0	5	8	13	-13	-6	-2	16
COc1ccc(NC(=O)C(=O)NNC(=O)c2ccc(Cl)cc2Cl)cc1	1	0	2	-2	13	-9	3	-22
Cc1ccsc1C(=O)Nc1cc(Cl)ccc1-n1cncn1	-14	.	2	.	-30	.	.	4
COc1ccc(C(CC(=O)N2CCN(c3ccccc3)CC2)c2c(OC)cc(OC)c3ccc(=O)oc23)cc1 (stereo not drawn)	-3	9	-1	24	-496	-5	6	1
COCCCNC(=S)NNC(=S)Nc1cccc(Cl)c1	-1	8	-9	-5	23	5	7	0
COc1ccccc1NC(=O)c1ccccc1NS(C)(=O)=O	2	2	-4	1	i	-10	4	-23
CC1CN(C(=O)Nc2ccc3snnc3c2)c2ccccc21 (stereo not drawn)	-11	3	1	6	-17	20	9	54
Cc1ccc(CN2CCC(CNC(=O)Nc3ccccc3F)CC2)cc1	0	-1	-3	1	12	-6	1	1
Cc1cccc(NC(=O)CSc2nnc(NC(=O)CN3CCOCC3)s2)c1	1	7	-4	-6	18	5	-1	-13
COCCC(=O)NC1CCCc2c1cnn2-c1cccc(C)c1C (stereo not drawn)	-1	-5	-7	-10	4	-20	-3	-16
COc1ccc(C2(c3ccc(OC)cc3)NC(=O)N(CC(=O)N(C)C3CCC(C)CC3)C2=O)cc1 (stereo not drawn)	-1	-2	1	15	8	8	0	14
Cc1cccc(/C(N)=N/OC(=O)Cc2cccc3ccccc23)c1	6	5	-9	0	-2	3	1	-2
N#C/C(=C\c1c(N2CCC(C(N)=O)CC2)nc2ccccn2c1=O)C(=O)NCc1ccco1	-98	-2	-5	-3	-192	3	3	11

7 structures out of the list, ordered by SMILES length, descending.
SMILES	SENP1 FRET inh	SENP7 block	HKDC1 inh	Apaf-1 inh	SENP8 block-1	SENP6 block	SENP8 block-2	PfGluPho inh
COc1ccc(C(CC(=O)N2CCN(c3ccccc3)CC2)c2c(OC)cc(OC)c3ccc(=O)oc23)cc1 (stereo not drawn)	-3	9	-1	24	-496	-5	6	1
COc1ccc(C2(c3ccc(OC)cc3)NC(=O)N(CC(=O)N(C)C3CCC(C)CC3)C2=O)cc1 (stereo not drawn)	-1	-2	1	15	8	8	0	14
Cc1cccc(NC(=O)CSc2nnc(NC(=O)CN3CCOCC3)s2)c1	1	7	-4	-6	18	5	-1	-13
Cc1ccc(CN2CCC(CNC(=O)Nc3ccccc3F)CC2)cc1	0	-1	-3	1	12	-6	1	1
COCCC(=O)NC1CCCc2c1cnn2-c1cccc(C)c1C (stereo not drawn)	-1	-5	-7	-10	4	-20	-3	-16
CC1CN(C(=O)Nc2ccc3snnc3c2)c2ccccc21 (stereo not drawn)	-11	3	1	6	-17	20	9	54
Cc1ccsc1C(=O)Nc1cc(Cl)ccc1-n1cncn1	-14	.	2	.	-30	.	.	4

Continued.
SMILES	SENP1 FRET inh	SENP7 block	HKDC1 inh	Apaf-1 inh	SENP8 block-1	SENP6 block	SENP8 block-2	PfGluPho inh
COC(=O)c1sc2ccc(C)cc2c1C(=O)OC	1	-1	-5	10	-23	-12	-6	9
COc1ccc(CC(=O)NCC(C)(C)N2CCOCC2)cc1	-2	7	1	0	4	-27	-3	-14
O=C(CCC(NC(=O)OCc1ccccc1)C(=O)O)OCc1ccccc1 (stereo not drawn)	1	-3	1	6	11	1	-4	0
COc1ccc(NC2CCCN(C(=O)c3ccncc3)C2)cc1 (stereo not drawn)	0	3	4	1	20	-2	2	26
C=C1SC(=Nc2c(C)cc(C)cc2C)N(C(=O)c2sc3ccccc3c2Cl)C12CCCCC2	2	-5	0	23	12	-19	-10	15
O=S(=O)(Nc1cccc(-c2nc3cccnc3s2)c1)c1ccc2c(c1)OCCO2	1	0	4	-104	-74	-13	0	-37
CCOc1ccc(OCCC(=O)N(CCC2=CCCCC2)c2c(N)n(Cc3ccccc3)c(=O)[nH]c2=O)cc1	-2	2	2	-1	14	-21	2	2
CC(C(=O)Nc1ccccc1F)N1C(=O)c2ccccc2C1=O (stereo not drawn)	2	-2	-14	-9	21	-8	9	-27
O=C(Nc1nc(-c2ccccc2)cs1)c1cccc([N+](=O)[O-])c1C(=O)O	3	8	-3	-5	11	-3	3	-20
C/C=C/C(=O)N1c2ccccc2C(C)=CC1(C)C	-2	-8	12	0	5	4	-10	5
CCOc1ccc(-c2ncncc2-c2ccc(OC)c(OC)c2)c(O)c1	-1	8	4	4	-26	-8	0	6
CSCc1ccc(C(=O)N2CCC(CCC(=O)N(C)Cc3ccccc3)CC2)o1	0	7	0	13	-3	3	-4	13
CCN(c1ccc(Cl)cc1)S(=O)(=O)c1nnc(NC(=O)C(C)C)s1	0	4	-3	10	9	10	1	-13
O=C(CCc1ccccc1)NC1(Cc2ccccc2)CCN(CCCc2ccccc2)C1=O (stereo not drawn)	4	5	5	24	11	-12	2	-3
Cc1ccc(C(=O)/C=C/c2ccc(Br)cc2)o1	-1	-3	18	7	9	-18	-7	0
Clc1ccccc1CSc1nnc(Cn2cnc3ccccc32)n1-c1ccccc1	2	-9	3	16	20	-11	-6	7
Cc1cc(OCC(=O)N2CCN(c3ccccc3)CC2)c2c(C)c(C)c(=O)oc2c1	0	-2	2	-3	-47	14	-1	-3
C=C/C(C)=C/CC1C(=C)CCC2C(C)(C(=O)O)CCCC12C (stereo not drawn)	-1	-4	15	-1	12	2	1	2
COCCn1c(SCC(=O)Nc2ccc(NC(=O)c3ccco3)c(OC)c2)nc2ccccc2c1=O	2	2	15	7	12	6	5	-11
COc1ccc(Oc2cccc(Cl)c2CNC(=O)CCCC(=O)O)cc1	3	-6	0	-2	14	-6	-12	-18
CCN1CC=C2C(C#N)=C(N)C(C#N)(C#N)C(CCc3ccccc3)C2C1 (stereo not drawn)	-24	-4	7	8	-322	4	-4	19
O=C(NCC1CCCO1)c1cc(-c2ccc(Cl)cc2Cl)on1 (stereo not drawn)	-1	-6	2	8	3	-3	-9	17
COc1ccc(C(=O)NCCc2nnc3ccc(SCC(=O)N4CCCC4)nn23)cc1	3	-4	0	9	0	-2	0	16
Cn1nnnc1SCC(=O)Nc1cc(C(F)(F)F)ccc1N1CCOCC1	3	12	-4	-2	11	22	6	-1
CC(Sc1nnc(NC2CC2)s1)C(=O)Nc1ccc(N2CCOCC2)cc1 (stereo not drawn)	4	-2	0	3	17	-14	-2	11
CC(C)(NC(=O)NC(CO)c1ccccc1)c1cccc(C(C)(C)NC(=O)NC(CO)c2ccccc2)c1 (stereo not drawn)	-3	-1	2	-7	12	4	-5	12
CC1CCCN(CCCNC(=O)CN2C(=O)CSc3ccc(S(=O)(=O)N4CCOCC4)cc32)C1 (stereo not drawn)	1	0	-3	-15	9	-3	0	18
CC(=O)c1ccc(S(=O)(=O)Nc2cccc(-c3ccc4nncn4n3)c2)cc1	0	2	-4	-5	15	8	-3	-13
COc1ccc(OC)c(N=c2oc3c(OC)cccc3cc2C(=O)NCc2ccco2)c1	-2	2	3	10	-35	7	5	-15
O=C(CNC(=O)c1cn2ccccc2n1)Nc1ccc(F)c(F)c1	-4	6	-5	-5	-16	11	0	12
COc1ccccc1NC(=O)N1CCCC1C(=O)NCc1ccc(F)cc1 (stereo not drawn)	0	-4	2	-2	25	19	0	-5
Cc1ccc(CCNC(=O)c2sc3nc4n(c(=O)c3c2C)CCC4)cc1	2	0	10	1	5	5	-2	-6
NC(=O)c1sc2nc3c(cc2c1N)CCCCCC3	-54	5	7	-10	-445	-11	-1	4
O=C(O)C1CCN(C(=O)COc2ccc3c(c2)oc(=O)c2ccccc23)CC1	2	-1	-3	-4	-144	1	-6	-4
Cc1nc2n(n1)C(O)c1cc([N+](=O)[O-])ccc1S2 (stereo not drawn)	.	2	.	2	.	-2	0	.
O=C(c1cccs1)N1CCN(S(=O)(=O)c2cccs2)CC1	2	2	-1	-1	5	-4	11	-6
COc1cc(NC(=O)CN2C(=O)COc3ccc(S(=O)(=O)N4CCCCC4)cc32)cc(OC)c1	1	5	-2	11	17	-6	0	6
COc1ccc(CNC(=O)C2CCCN(S(=O)(=O)c3cccc4nsnc34)C2)cc1 (stereo not drawn)	5	0	0	0	0	-1	3	0
CN(CC(=O)Nc1ccc(Cl)cc1)C(=O)CNC(=O)c1cccs1	0	-1	0	-3	17	14	-5	-16
Cc1ccc(CNC(=O)c2nn(C)c(C)c2[N+](=O)[O-])cc1	-1	8	8	2	3	-25	0	-10
CCN(Cc1ccccc1)S(=O)(=O)c1ccc(S(=O)(=O)N2CCN(C)CC2)cc1	1	-2	-2	15	6	-36	-9	-14
CCCN(CCC)CCCNC(=O)c1cc2c(=O)n(C)c3ccccc3c2n1C	-2	-8	14	2	-60	-19	-12	8
CCN(C(=O)CSc1nnnn1C)C1CCCCC1	3	-8	-9	6	16	-9	-15	-5
O=C(NCCCn1ccnc1)c1ccc(Cl)c(S(=O)(=O)N2CCOCC2)c1	4	-7	-8	3	15	-10	1	-23
O=C1OC(Nc2ccccn2)c2ccccc21 (stereo not drawn)	0	-9	-5	7	3	0	-11	-19
O=C1/C(=C/c2ccccc2Cl)SC(=S)N1CCC(=O)N1CCCCC1CCO (stereo not drawn)	0	3	3	19	13	-4	5	-14
COC(=O)c1cc([N+](=O)[O-])ccc1N1CCN(Cc2ccccc2)CC1	-2	-3	-9	10	22	-19	-14	5
C[C@@H]1C(c2ccccc2)=NN(c2ccccc2)[C@H]1C(=O)N1CCOC1=O	-13	1	3	19	-369	.	.	17
COc1ccc(-c2cc(-c3nnc(-c4ccncc4)o3)c3ccccc3n2)cc1	-69	-2	-7	15	-384	10	-1	15
COc1ccc(/C=C(/NC(=O)c2ccccc2)C(=O)N2CCOCC2)cc1OC	3	8	0	12	5	-4	2	15
N#C/C(=C/c1ccc(-c2ccc(S(N)(=O)=O)cc2)o1)C(=O)Nc1ccccc1	-29	8	-3	-3	-144	0	4	3

Outcome played no part in choosing rows; any-hit rate near 3.6%.
